PME-1 inh: blocks human protein phosphatase methylesterase 1; Q9Y570; inhibition, % at 5.9 µM; AID 2130; 0.53% of 320,000 active; recombinant PME-1, FP-Rh probe fluorescence polarization;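 active = inhibition above the campaign mean of all compounds plus 3 SD, cut at about 26% in these data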;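 note: competitive labeling of PME-1 active site by serine hydrolase directed probe; 0% = PME-1 with DMSO and 100% = wells lacking PME-1 enzyme; inhibitors block probe labeling so polarization falls and inhibition rises; many of its hits are not listed in these tables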
Target sequence (Q9Y570 whole entry, looked up): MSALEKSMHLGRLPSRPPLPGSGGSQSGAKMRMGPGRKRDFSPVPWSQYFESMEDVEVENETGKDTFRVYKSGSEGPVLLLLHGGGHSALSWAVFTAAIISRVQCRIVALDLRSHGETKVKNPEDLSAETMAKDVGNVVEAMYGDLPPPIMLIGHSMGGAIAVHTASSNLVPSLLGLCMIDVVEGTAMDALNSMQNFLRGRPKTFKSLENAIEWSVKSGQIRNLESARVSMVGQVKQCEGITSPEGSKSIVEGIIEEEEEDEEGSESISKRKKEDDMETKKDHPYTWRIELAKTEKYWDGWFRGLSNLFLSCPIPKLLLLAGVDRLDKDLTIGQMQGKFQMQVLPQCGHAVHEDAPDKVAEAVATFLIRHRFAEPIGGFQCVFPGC
PAD4 inh: blocks human protein arginine deiminase 4. Q9UM07. recombinant PAD4, RCA probe fluorescence polarization. inhibition, % at 6.36 µM. 0.41% of 330,000 active. AID 485272;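 active = percent inhibition above a cutoff equal to the mean of all tested compounds plus 3 SD, cut at about 15% in these data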;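 note: 0% = PAD4 with RCA probe and DMSO and 100% = probe without PAD4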
PAFAH1B3 inh: inhibitors of human PAFAH1B3 | 0.28% of 340,000 active | recombinant PAFAH1B3, FP-rhodamine probe, fluorescence polarization | AID 492972 | Q15102 | inhibition, % at 3.39 µM;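 active = inhibition above the screen-wide average of all tested compounds plus 3 SD, cut at about 25% in these data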;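 note: 0% = enzyme with DMSO only and 100% = wells lacking PAFAH1B3 protein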
LYPLA2 counter: LYPLA2 (human) inhibition in PME1 counter-screen; O95372; recombinant LYPLA2, FP-Rh probe fluorescence polarization; inhibition, % at 5.9 µM; 0.38% of 320,000 active;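 active = inhibition above the screen-wide mean plus 3 SD, limit set per campaign, cut at about 26% in these data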;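 note: 0% = LYPLA2 with DMSO and 100% = wells lacking LYPLA2 enzyme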
PAFAH1B2 FP inh: blocks human PAF acetylhydrolase 1b catalytic subunit 2. P68402. recombinant PAFAH1B2, FP-rhodamine activity probe, fluorescence polarization. inhibition, % at 3.39 µM. 1.2% of 340,000 active. AID 492953;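 active = inhibition above the mean of all tested compounds plus 3 SD, cut at about 24% in these data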;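 note: 0% = enzyme with DMSO and 100% = wells lacking PAFAH1B2; many of its hits are not listed in these tables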
Target sequence (P68402 whole entry, looked up): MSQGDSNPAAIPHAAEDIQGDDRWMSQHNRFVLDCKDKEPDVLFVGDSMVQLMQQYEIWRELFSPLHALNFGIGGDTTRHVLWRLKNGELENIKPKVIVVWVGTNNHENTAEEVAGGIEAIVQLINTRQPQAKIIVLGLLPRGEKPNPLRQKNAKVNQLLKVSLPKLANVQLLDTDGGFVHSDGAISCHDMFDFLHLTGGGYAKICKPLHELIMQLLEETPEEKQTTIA
pPAFAH FP inh: inhibitors of human plasma PAF acetylhydrolase (pPAFAH); Q13093; recombinant pPAFAH, FP-rhodamine probe fluorescence polarization; inhibition, % at 3.39 µM; 1.5% of 330,000 active; AID 463082;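 active = inhibition above the mean inhibition across the screen plus 3 SD, cut at about 25% in these data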;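 note: inhibitors block binding of the rhodamine activity-based probe so polarization drops; 0% = enzyme with DMSO and 100% = wells lacking pPAFAH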
PAFAH2 FP inh: PAFAH2 (human) inhibition. recombinant PAFAH2, FP-rhodamine activity probe, fluorescence polarization. inhibition, % at 3.39 µM. 0.99% of 340,000 active. AID 492956;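 active = inhibition above the mean over all tested compounds plus 3 SD, cut at about 30% in these data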;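 note: inhibitors block probe labeling of enzyme so polarization drops; 0% = enzyme with DMSO and 100% = wells lacking PAFAH2 protein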
LYPLA1 counter: counter-screen for PME1 inhibitors: inhibitors of human LYPLA1 | AID 2174 | recombinant LYPLA1, FP-Rh probe fluorescence polarization | inhibition, % at 5.9 µM | 0.16% of 320,000 active;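 active = inhibition above the mean of all tested compounds plus 3 SD, set per campaign, cut at about 14% in these data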;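 note: inhibitors block serine hydrolase probe labeling of LYPLA1 so polarization falls; 0% = enzyme with DMSO and 100% = wells lacking LYPLA1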
Target sequence (O75608 whole entry, looked up): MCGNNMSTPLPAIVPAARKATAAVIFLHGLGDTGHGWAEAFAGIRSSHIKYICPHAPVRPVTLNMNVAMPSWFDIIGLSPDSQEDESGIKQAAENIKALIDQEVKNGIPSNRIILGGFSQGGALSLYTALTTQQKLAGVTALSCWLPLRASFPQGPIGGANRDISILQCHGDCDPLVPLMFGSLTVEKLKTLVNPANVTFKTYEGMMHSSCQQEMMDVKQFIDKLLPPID
GSTO1 inh: GSTO1 inhibition, counter-screen for RBBP9 inhibitors; P78417; recombinant GSTO1, activity-based probe fluorescence polarization; inhibition, % at 5.96 µM; 1.1% of 300,000 active;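 active = inhibition above the campaign mean inhibition plus 3 SD, cut at about 35% in these data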;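 note: 0% = GSTO1-1 with DMSO and 100% = wells lacking GSTO1-1 enzyme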
Target sequence (P78417 whole entry, looked up): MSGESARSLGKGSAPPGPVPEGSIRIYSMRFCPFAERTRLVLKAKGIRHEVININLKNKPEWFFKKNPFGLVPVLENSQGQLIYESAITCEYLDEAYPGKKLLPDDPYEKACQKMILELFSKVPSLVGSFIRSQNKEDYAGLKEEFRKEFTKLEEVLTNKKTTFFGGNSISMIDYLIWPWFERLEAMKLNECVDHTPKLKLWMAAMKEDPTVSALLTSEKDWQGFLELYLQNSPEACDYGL
* marks the source's active call; other numbers are inactive results; · = not tested or not shown.

SMILES	PME-1 inh	PAD4 inh	PAFAH1B3 inh	LYPLA2 counter	PAFAH1B2 FP inh	pPAFAH FP inh	PAFAH2 FP inh	LYPLA1 counter	GSTO1 inh
Cc1c(NC(=O)C(C)OC(=O)[C@@H](NC(=O)c2ccccc2)C(C)C)c(=O)n(-c2ccccc2)n1C (stereo not given in full)	2	-7	10	-6	4	3	-5	-2	-1
CC1CCCCN1C(=O)/C(=C\c1ccccc1)c1ccccc1 (stereo not given)	0	-2	5	-4	8	-4	38*	-6	1
CCOC(=O)c1c(NC(C)=O)sc2c(OCC(O)CNC(C)(C)C)c(Br)ccc12 (stereo not given)	-2	3	3	-4	4	-4	0	1	3
CCN(CC)CCCNC(=O)C1CCN(c2ncnc3c2sc2cccc(F)c23)CC1	2	2	8	5	6	0	9	1	-3
CC(C)(C)NC(=O)NCc1cccnc1	0	-3	2	8	7	1	-3	1	8
COc1ccc(C2C([N+](=O)[O-])=C(C)N(C)C(=O)N2C)cc1OC (stereo not given)	1	-2	4	4	4	2	-5	2	4
CN1CCC23c4ccccc4NC1C21CCN(C)C3Nc2ccccc21	-5	1	16	6	2	5	11	0	4
Cc1ccc2nc(-c3ccc(NC(=O)CSc4nc(N)cc(=O)[nH]4)cc3)sc2c1	-38	-6	-18	-35	-8	-5	-19	-22	-33
COc1cc(C(=O)Nc2c(C)cc(C)cc2C)c(-n2cnnn2)cc1OC	-3	-6	1	5	6	1	6	-3	-5
CCN(CC)c1ccc(/C=N/NC(=O)CN2CCCc3ccccc32)cc1	8	1	3	2	0	10	4	-2	2
O=C(O)c1cc(=O)[nH]c2c(Cl)cccc12	-2	-2	6	-8	9	1	6	-10	5
O=C(Cc1ccc(NC2=NC3CS(=O)(=O)CC3S2)cc1)N1CCN(c2ccc(F)cc2)CC1 (stereo not given)	-4	1	-1	-1	3	4	2	0	3
CCc1nnc(NC(=O)CN2C(=O)N(C)C3(CCCCC3)C2=O)s1	2	0	2	2	1	1	4	0	·
CCN1C(=O)[C@H]2[C@@H](c3ccc(-c4ccc(C(C)=O)cc4)cc3)N3CCC[C@@]3(C(=O)OC)[C@H]2C1=O	-7	-1	4	4	5	4	5	1	-5
CC(C)(C)N(CC(=O)NC1CCCCC1)C(=O)CS(=O)CC(=O)Nc1ccc(F)cc1 (stereo not given)	-1	1	2	3	3	5	-4	2	-5
CCc1ccc(-c2cc(C)no2)cc1S(=O)(=O)N1CCOc2ccc(C)cc21	-4	0	1	-2	-4	7	-4	-4	-1
COc1ccc(Cl)cc1NC(=O)CN(C)CC(=O)Nc1ccc(C)cc1Br	11	0	7	-3	2	-7	0	-5	14
O=C(OCc1ccccc1)c1cc(S(=O)(=O)N2CCCCC2)ccc1N1CCOCC1	5	-4	8	7	4	9	2	1	5
COc1ccc(-c2nn(-c3ccccc3)cc2CNCc2cccnc2)c(F)c1	4	4	1	-2	0	3	4	-1	10
CN1C2CCC1CC(OC(c1ccccc1)c1ccccc1)C2 (stereo not given)	2	3	5	3	-4	-2	-1	-2	-3
CCOC(=O)CSc1nc2ccsc2c(=O)n1C1CCN(C(=O)OCC)CC1	5	-3	-6	1	-1	-6	-3	1	-9
CCOC(=O)N1CCN(C(=O)c2oc3ccc(S(=O)(=O)N4CCCCC4)cc3c2C)CC1	0	-5	5	-2	-1	8	4	-2	-1
CCN(CC)S(=O)(=O)c1cccc(C(=O)N[C@H](C(=O)NC2=NCCS2)C(C)C)c1	·	-3	1	·	4	5	3	·	·
Nc1c2c(nc3ccn(-c4ccccc4)c(=O)c13)CCCCC2	-2	4	-3	2	4	1	-3	4	0
Cc1cc(C)n(-c2ncc3c(n2)N(CCO)CCOC3=O)n1	-2	1	0	-10	0	-2	0	-4	7
Continuation.
SMILES	PME-1 inh	PAD4 inh	PAFAH1B3 inh	LYPLA2 counter	PAFAH1B2 FP inh	pPAFAH FP inh	PAFAH2 FP inh	LYPLA1 counter	GSTO1 inh
COc1ccccc1Nc1nccc(N(C)C)c1C#N	2	3	16	-5	5	-2	2	-1	3
COC(=O)c1[nH]c2cccc(Cl)c2c1NC(=O)CN1CCN(CCO)CC1	2	-3	-1	5	3	-4	-7	2	5
COc1ccc(NC(=O)CSc2nnc(C)c3ccccc23)cc1	4	5	6	32*	2	4	7	2	2
CC(=O)NC1=NN(C(C)=O)C(C)(c2ccc(Br)cc2)S1 (stereo not given)	-4	6	0	0	8	4	-1	1	0
CN(C)c1ccc(-c2nnc(SCC3CCCO3)n2C)cc1 (stereo not given)	-6	-4	4	-1	3	-1	-3	0	7
COc1cc(/C=C(\C#N)c2ccccn2)ccc1OCc1ccc(Cl)cc1	-5	-5	1	-2	-3	-1	-13	-3	-3
CC1Cc2nc(SCC(=O)OCc3ccccc3)n(C)c(=O)c2S1 (stereo not given)	3	0	-6	3	4	9	-2	0	11
COc1ccccc1S(=O)(=O)NCc1ccc(C(=O)NC(C)c2ccccn2)cc1 (stereo not given)	-1	-1	7	4	1	-2	4	1	·
COc1ccc(-c2nc(N/N=C(\C)c3ccc(O)cc3)c3ccccc3n2)cc1	-3	-8	9	-19	-4	-3	-4	-17	-15
CCOC(=O)CNC(=S)n1ncnc1N	-1	3	7	-1	5	1	-3	0	9
COc1cc(CCC(=O)Nc2ncc(C)s2)cc(OC)c1OC	-5	0	3	-4	0	2	5	-1	-4
CC(=O)N1CCN=C1SCc1c(F)cccc1Cl	-1	4	7	3	-1	3	4	2	5
C=CCNC(=O)c1c(C(F)(F)F)nn(C)c1Cl	1	0	1	2	-1	2	2	6	-4
CCCN(CCC)C(=O)c1ccc2nc(-c3ccc(OC)c(OC)c3)c(-c3ccc(OC)c(OC)c3)nc2c1	-7	0	3	-2	5	0	5	0	0
OCC[C@H]1C[C@H](O)[C@@H](O)[C@]2(OCc3ccccc32)O1	0	0	13	-1	2	-2	3	1	0
O=C(c1cn(-c2ccccc2)nc1-c1ccc(Cl)cc1)N1CCOCC1	0	-2	-2	-6	2	4	1	-3	6
CC(N=Cc1nc(-c2ccccc2)oc1O)c1ccccc1 (stereo not given)	4	0	5	6	12	18	21	-1	-3
Cc1ccc(C)c(N2CCN(CC3CC=CCC3)CC2)c1 (stereo not given)	6	-1	-1	3	-3	4	2	-1	4
CCCCCCc1cc2cc(C(=O)Nc3ccc(OC)cc3)c(=O)oc2cc1O	1	1	-1	-1	-2	9	-6	-4	-7
O=C(COC(=O)C1=COCCO1)Nc1cccc(S(=O)(=O)N2CCOCC2)c1	2	2	2	-1	3	10	28	2	-1
CSC1=N/C(=C\c2ccc(C)s2)C(=O)S1	-5	-1	-8	4	3	6	-7	-1	0
COc1ccc(C2=NOC(C)(c3nnc(-c4ccc(F)cc4)o3)C2)cc1 (stereo not given)	-5	2	4	0	3	-3	6	-2	5
CCOc1ccc(Cc2nnc(SCC(=O)Nc3ccc(C(C)=O)cc3)[nH]c2=O)cc1	-2	-3	4	-5	-3	4	-5	-3	-13
Cc1c(N=Cc2ccc(Br)s2)cccc1[N+](=O)[O-]	0	-6	9	0	4	-1	1	0	1
CN(C)CCCn1c(SCc2c(Cl)cccc2Cl)nnc1-c1ccncc1	0	1	2	1	0	2	4	4	2

In the list so far, 2 have a cyano group.
SMILES	PME-1 inh	PAD4 inh	PAFAH1B3 inh	LYPLA2 counter	PAFAH1B2 FP inh	pPAFAH FP inh	PAFAH2 FP inh	LYPLA1 counter	GSTO1 inh
COc1ccccc1Nc1nccc(N(C)C)c1C#N	2	3	16	-5	5	-2	2	-1	3
COc1cc(/C=C(\C#N)c2ccccn2)ccc1OCc1ccc(Cl)cc1	-5	-5	1	-2	-3	-1	-13	-3	-3

Carrying on:
SMILES	PME-1 inh	PAD4 inh	PAFAH1B3 inh	LYPLA2 counter	PAFAH1B2 FP inh	pPAFAH FP inh	PAFAH2 FP inh	LYPLA1 counter	GSTO1 inh
CCOC(=O)c1csc(-c2snnc2C)n1	-7	5	10	0	3	1	6	-1	4
Cc1ccc(C)c(OCC(=O)Nc2ccc(N3CCOCC3)cc2N2CCOCC2)c1	2	-3	4	0	8	-5	3	4	·
COC(=O)c1cnn(C(=O)c2ccccc2Br)c1N	6	-4	3	-3	1	-5	1	-4	-3
COCc1cc(CN2CCN(CCc3ccccc3)C(CCO)C2)ccc1OC (stereo not given)	-4	-1	-3	2	0	0	-4	0	3
Cc1cc(Cl)ccc1OC(C)c1nnc(N)s1 (stereo not given)	4	-4	4	2	8	3	4	1	-2
CC(C)(C)Cc1nnc(NC(=O)c2ccco2)s1	-15	1	-2	-2	3	2	7	-3	-1
O=C(CCn1c(=O)oc2ccc(Cl)cc21)N1CCN(Cc2ccccc2)CC1	2	2	6	3	7	3	4	0	6
O=C(NOC(=O)c1c(F)cccc1Cl)c1ccc(Cl)c(Cl)c1	-3	-10	8	2	0	0	-4	-1	0
O=C(NCc1ccncc1)C(=O)Nc1nccs1	-2	-8	-4	-10	-1	-1	7	3	-14
CCC(CO)NC(=O)c1cccc(S(=O)(=O)N2c3ccccc3CC2C)c1 (stereo not given)	-10	0	-2	2	10	3	8	1	4
CC(Sc1nc(-c2ccccc2)cc(C(F)(F)F)n1)C(=O)N1CCC(C(N)=O)CC1 (stereo not given)	8	2	-1	4	4	12	-2	1	-2
C=CCc1c(C)nc(SC(C)C)[nH]c1=O	-5	5	1	-1	4	0	0	1	2
Cc1cccc(N2CCN(S(=O)(=O)c3ccc(-c4ccc(=O)[nH]n4)o3)CC2)c1C	-3	-9	2	-8	-1	-2	2	-2	5
Cc1nn(Cc2c(F)c(F)c(F)c(F)c2F)c(C)c1NC(=O)c1ccc(COc2ccccc2Cl)o1	-5	3	-5	-7	6	4	-11	-4	-1
CNS(=O)(=O)/C=C/c1ccccc1	-11	1	5	-6	-1	-13	1	2	-13
O=C(N/N=C/c1cnc(N2CCCCC2)s1)c1ccc(Cl)cc1	-3	13	7	8	0	17	4	4	-9
CCC(C)(C)NC(=O)C(c1cccn1C)N(C(=O)Cn1nnc2ccccc21)c1ccccc1OC (stereo not given)	2	0	4	3	0	5	-1	1	4
C=CCNC(=S)N/N=C/c1ccc(C)s1	-1	-1	9	3	2	2	1	0	-1
CCOC(=O)N1CCN(C(=O)C2CC(=O)N(c3ccc(OC)cc3)C2c2ccc(OC)cc2)CC1 (stereo not given)	-7	1	1	5	4	2	-5	-1	10
CSc1ccc(S(=O)(=O)N2CCC(C(=O)NCCN3CCOCC3)CC2)cc1	1	-6	6	2	-2	-1	-16	-2	11
CC(=O)Nc1cc(C(=O)OCC(=O)c2ccccc2)ccc1C	2	2	24	-1	0	22	9	-1	1
O=C(c1cccc(S(=O)(=O)N2CCN(c3ccc(F)cc3)CC2)c1)N1CCCCCCC1	3	1	11	0	6	7	2	2	2
Cn1nc(SCC(=O)O)sc1=S	-6	2	4	-1	2	1	0	-2	-7
C[C@@H](O)[C@H]1O[C@]2(C)CCC[C@H]1O2	4	-5	-2	6	6	0	0	4	·
Cc1cc(C)c(CN2CCC(n3nccc3NC(=O)c3ccccc3Cl)CC2)cc1C	1	5	8	-2	-4	-2	0	2	8
S=C1N[C@H]2CCCC[C@@H]2N1	0	-1	·	-1	·	-4	·	3	-1
CCOc1ccc(CCNC(=O)COC(=O)CCc2cc(OC)c(OC)c(OC)c2)cc1OCC	-1	5	7	4	0	11	1	1	-2
CCNc1nc(NCC)n2c(SCC(=O)Nc3ccccc3C(F)(F)F)nnc2n1	-1	-2	3	2	2	2	5	-2	1
Cn1c(-c2ccc(C(C)(C)C)cc2)n[nH]c1=S	-4	-1	3	4	-1	3	0	4	6

Source: PubChem (The Scripps Research Institute Molecular Screening Center)

Only part of the results is shown (hit frequency here may not be typical).
